Source: PubChem (NMMLSC)
Avidin fluor – compound fluoresces at 488/530 nm on avidin beads; fluorescence (KMESF) at 10 µM; actives 0.38% (n = 220,000); AID 1775; compound fluorescence 488/530 nm, flow cytometry; hits give high values; in the data active = fluorescence above about 47; also: inactives centre near 10
RGS7-Gao reg – regulators of human RGS7-Galphao interaction. P09471. Multiplexed bead flow cytometry, RGS7-Galphao binding; actives lie on both sides. binding response (% of control), % at 10 µM. actives 0.35% (n = 220,000). AID 1439; in the data active = binding response below about 49% or above about 150%; inconclusive = no clear call, values can overlap the other calls; inactive = in between;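 also: fluorescent Galphao held in activated GDP-AlF4 state binding bead-coupled RGS7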
RGS4-Gao reg – human RGS4-Galphao interaction regulation | Multiplexed bead flow cytometry, RGS4-Galphao binding; actives lie on both sides | P09471 | actives 0.33% (n = 220,000) | binding response (% of control), % at 10 µM; in the data active = binding response below about 49% or above about 150%; inactive = in between;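 also: fluorescent Galphao activated with aluminum fluoride binding bead-coupled RGS4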
ABCB1 block – inhibitors of human ABCB1 transporter, ABCG2 counter-screen; P08183; CCRF-Adr cells, JC-1 efflux, flow cytometry; inhibition, % at 6.6 µM; actives 0.067% (n = 190,000); AID 1326; in the data active = inhibition above about 40%;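 also: 0% = vehicle and 100% = reference inhibitor; higher value means more JC-1 retained so stronger ABCB1 efflux block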
Bcl-W Bim block – inhibitors of Bim-Bcl-W interaction, human; Q92843; bead-based flow cytometry, Bim peptide-Bcl-W binding; inhibition, % at 10 µM; actives 0.02% (n = 190,000); AID 952;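 also: 0% = bound tracer without compound and 100% = peptide blocker; higher means less fluorescent Bim peptide bound to Bcl-W beads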
Target sequence (Q92843 whole entry, looked up): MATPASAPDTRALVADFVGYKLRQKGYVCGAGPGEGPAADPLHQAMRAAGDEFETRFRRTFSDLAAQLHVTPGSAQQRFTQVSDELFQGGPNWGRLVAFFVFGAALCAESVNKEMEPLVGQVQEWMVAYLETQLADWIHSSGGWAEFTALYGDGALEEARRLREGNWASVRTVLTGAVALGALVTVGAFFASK
Bim-Bfl-1 – human Bim-Bfl-1 interaction inhibition | Q16548 | Bead-based flow cytometry, Bim-Bfl-1 binding inhibition | inhibition, % at 10 µM | actives 0.12% (n = 190,000) | AID 1008;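 also: 0% = wells without compound plus tracer and 100% = blocker peptide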
Bim-Bcl-XL – human Bim-Bcl-XL interaction inhibition. Q07817. inhibition, % at 10 µM. AID 1007. actives 0.04% (n = 190,000). Bim peptide-Bcl-XL binding, bead flow cytometry, fluorescence
Target sequence (Q07817 whole entry, looked up): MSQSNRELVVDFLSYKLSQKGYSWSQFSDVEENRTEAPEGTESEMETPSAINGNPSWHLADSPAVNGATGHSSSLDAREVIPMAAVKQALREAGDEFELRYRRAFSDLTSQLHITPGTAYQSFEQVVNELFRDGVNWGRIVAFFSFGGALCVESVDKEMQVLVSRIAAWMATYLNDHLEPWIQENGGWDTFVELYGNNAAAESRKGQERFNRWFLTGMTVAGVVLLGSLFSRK
ABCG2 inh – inhibitors of human ABCG2 transporter, ABCB1 counter-screen | Q9UNQ0 | actives 0.1% (n = 190,000) | IgMXP3 cells, JC-1 efflux, flow cytometry | AID 1325 | inhibition, % at 6.6 µM;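 active = inhibition above 80%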;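 also: 0% = DMSO and 100% = nicardipine control wells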
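Test system: IgMXP3 (ABCG2) plus far-red-tagged CCRF-Adr (ABCB1) cells / Amount: 3 million cells/mL in well / Reagent: JC-1 transporter substrate / Timing: 10 min compound exposure, 25 °C / Signal: flow cytometry, 530 nm JC-1 signal / Read-out: percent efflux inhibition, scaled nicardipine 100% to DMSO 0% / Benchmarks: nicardipine as high control, DMSO as low control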
GSH bead fluor – GSH bead compound fluorescence profile. fluorescence (KMESF) at 10 µM. actives 0.25% (n = 190,000). AID 1776. GSH beads flow cytometry, compound fluorescence 488/530 nm; hits give high values; in the data active = fluorescence above about 89;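 also: glutathione beads carrying GST-tagged Bcl family fusion proteins plus one bare bead set; values are compound well signal with DMSO vehicle wells as background; inactives centre near 16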
Bcl-2 Bim block – disrupts Bim peptide binding to human Bcl-2; Bead-based flow cytometry, Bim peptide-Bcl-2 binding; inhibition, % at 10 µM; actives 0.06% (n = 190,000); in the data active = inhibition above about 40%; inconclusive = no clear call, values can overlap the other calls;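 also: 0% = no compound wells with probe peptide and 100% = reference peptide inhibitor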
Target sequence (P10415 whole entry, looked up): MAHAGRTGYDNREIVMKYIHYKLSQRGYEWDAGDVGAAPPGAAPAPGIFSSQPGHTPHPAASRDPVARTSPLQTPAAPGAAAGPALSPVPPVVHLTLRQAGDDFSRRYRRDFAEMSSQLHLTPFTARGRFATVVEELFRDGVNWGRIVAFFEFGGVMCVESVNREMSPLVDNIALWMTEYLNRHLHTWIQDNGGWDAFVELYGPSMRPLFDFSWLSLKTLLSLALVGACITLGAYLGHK
Bim-Bcl-B – inhibitors of Bim-Bcl-B interaction, human; Q9HD36; bead-based flow cytometry, Bim peptide-Bcl-B binding; inhibition, % at 10 µM; actives 0.073% (n = 190,000);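 also: 0% = tracer peptide without compound and 100% = reference inhibitor peptide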
Target sequence (Q9HD36 whole entry, looked up): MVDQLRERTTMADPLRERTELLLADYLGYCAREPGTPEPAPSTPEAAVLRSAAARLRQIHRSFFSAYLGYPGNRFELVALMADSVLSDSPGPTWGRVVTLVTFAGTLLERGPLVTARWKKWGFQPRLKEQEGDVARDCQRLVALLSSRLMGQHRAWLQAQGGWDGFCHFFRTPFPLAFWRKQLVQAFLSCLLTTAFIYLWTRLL
Active calls of the source: *; ? = inconclusive. Rule as the data show it, unless noted: active = inhibition above about 40%.

SMILES | Avidin fluor | RGS7-Gao reg | RGS4-Gao reg | ABCB1 block | Bcl-W Bim block | Bim-Bfl-1 | Bim-Bcl-XL | ABCG2 inh | GSH bead fluor | Bcl-2 Bim block | Bim-Bcl-B
COc1cccc(/C=N/NC(=O)c2ccc(CN3c4cccc5cccc(c45)S3(=O)=O)cc2)c1 | 11 | 96.3 | 95.9 | 0.0 | -3.0 | -1.0 | -2.0 | 1.6 | 3 | -1.0 | -5.0
O=C(Nc1ccccc1)c1nnsc1S(=O)c1ccc(Cl)cc1 (stereo unspecified) | 24 | 99.5 | 92.3 | 0.0 | -5.0 | 4.0 | -3.0 | -0.1 | 13 | -2.0 | -3.0
Cc1ccc(NC(=O)CCC(=O)NNC(=O)c2cccc([N+](=O)[O-])c2)cc1C | 5 | 90.0 | 92.6 | 0.2 | -2.0 | -11.0 | 0.0 | 0.4 | 30 | -12.0 | -12.0
COC(=O)C1C(c2ccc(OC)c(OC)c2)NC(c2ccc(OC)c(OC)c2)C(C(=O)OC)S1(=O)=O (stereo unspecified) | 19 | 105.3 | 108.3 | 0.3 | 0.0 | 1.0 | 2.0 | 0.6 | 20 | 19.0 | -3.0
COc1ccc(NS(=O)(=O)c2ccc(NC(=S)NC(=O)c3ccc(Br)cc3)cc2)nn1 | 9 | 100.1 | 98.7 | -0.3 | -3.0 | -6.0 | -2.0 | 4.9 | 10 | 0.0 | 2.0
C=CCn1c(SCC(=O)N2CCCCC2)nc(O)cc1=O | 12 | 101.3 | 111.4 | 1.1 | -1.0 | -4.0 | -4.0 | 3.3 | 6 | -2.0 | -1.0
C=CCn1c(=O)c2ccc(C(=O)NCc3ccccc3)cc2n(Cc2ccccc2Cl)c1=O | 11 | 96.6 | 98.1 | 3.6 | -1.0 | 2.0 | -2.0 | 4.7 | 4 | 5.0 | 0.0
CCN(CC)CCN1C(=O)C(O)=C(C(=O)c2cc3ccccc3o2)C1c1cccnc1 (stereo unspecified) | 7 | 104.9 | 105.1 | 0.4 | -1.0 | 0.0 | -2.0 | 0.8 | 19 | -3.0 | 0.0
O=C1N/C(=C/c2cccs2)C(=O)N1Cc1ccc(Br)cc1 | 10 | 95.1 | 96.5 | 0.8 | -1.0 | 2.0 | 1.0 | 3.1 | 13 | 1.0 | 1.0
O=C(NCc1ccccc1Cl)c1cccc(C(F)(F)F)c1 | 9 | 95.4 | 96.4 | 0.1 | -2.0 | -6.0 | -5.0 | 3.9 | 18 | -1.0 | 2.0
CC1CCCCC1NC(=O)c1cc2ccccc2o1 (stereo unspecified) | 5 | 100.2 | 99.6 | -0.3 | -3.0 | 1.0 | -4.0 | 0.0 | 11 | -3.0 | -4.0
CCOC(=O)c1cnn2c(C(F)(F)F)cc(-c3cn(C)nc3C)nc12 | 35 | 97.4 | 100.3 | 0.5 | 0.0 | -2.0 | -1.0 | 2.1 | 12 | -2.0 | 0.0

One compound at a time, as listed above:
`O=C1N/C(=C/c2cccs2)C(=O)N1Cc1ccc(Br)cc1` as listed: Avidin fluor: 10; RGS7-Gao reg: 95.1; RGS4-Gao reg: 96.5; ABCB1 block: 0.8; Bcl-W Bim block: -1.0; Bim-Bfl-1: 2.0; Bim-Bcl-XL: 1.0; ABCG2 inh: 3.1; GSH bead fluor: 13; Bcl-2 Bim block: 1.0; Bim-Bcl-B: 1.0
`COc1cccc(/C=N/NC(=O)c2ccc(CN3c4cccc5cccc(c45)S3(=O)=O)cc2)c1` as listed: Avidin fluor: 11; RGS7-Gao reg: 96.3; RGS4-Gao reg: 95.9; ABCB1 block: 0.0; Bcl-W Bim block: -3.0; Bim-Bfl-1: -1.0; Bim-Bcl-XL: -2.0; ABCG2 inh: 1.6; GSH bead fluor: 3; Bcl-2 Bim block: -1.0; Bim-Bcl-B: -5.0

Remaining list, next part:
SMILES | Avidin fluor | RGS7-Gao reg | RGS4-Gao reg | ABCB1 block | Bcl-W Bim block | Bim-Bfl-1 | Bim-Bcl-XL | ABCG2 inh | GSH bead fluor | Bcl-2 Bim block | Bim-Bcl-B
Cc1cccc(N2CCN(C(=O)COc3ccc4c(c3)CCC4)CC2)c1C | 11 | 103.3 | 102.3 | 0.1 | -7.0 | -7.0 | -11.0 | 0.0 | 11 | -8.0 | -8.0
Nc1n[nH]c(N)c1N=Nc1cccc(F)c1 | 2 | 100.8 | 100.3 | -0.2 | 1.0 | 3.0 | 0.0 | -1.1 | 9 | 5.0 | 0.0
COCCNC(=O)C1(C)Oc2ccccc2NC1=O (stereo unspecified) | 7 | 98.5 | 102.0 | 0.3 | 3.0 | -10.0 | 22.0 | 0.7 | 260* | -2.0 | -5.0
C=CCn1c(NS(=O)(=O)c2ccccc2)c(S(=O)(=O)c2ccc(C)cc2)c2nc3ccccc3nc21 | 7 | 103.7 | 105.3 | -0.6 | -6.0 | -15.0 | -9.0 | -3.1 | 19 | -7.0 | -11.0
O=C(Cn1cnc2ccccc2c1=O)N1CCN(c2ccc(F)cc2)CC1 | 11 | ? | 105.1 | -0.7 | -2.0 | -3.0 | -2.0 | -0.5 | 14 | -2.0 | -4.0
Cc1cccc(C2c3[nH]c4ccccc4c3CCN2Cc2cnn(-c3ccc(F)cc3)c2)n1 (stereo unspecified) | 13 | 92.7 | 94.5 | 0.0 | 0.0 | -5.0 | 0.0 | 0.1 | 15 | -2.0 | -2.0
COc1ccc2[nH]cc(C(=O)CNc3nc(C)cs3)c2c1 | 22 | 108.0 | 113.6 | 0.3 | 3.0 | 3.0 | -1.0 | 1.6 | 9 | 1.0 | 0.0
O=c1cc(/C=C/c2ccccc2)oc2c1ccc1ccccc12 | 2 | 93.3 | 97.4 | 0.1 | 1.0 | -2.0 | 1.0 | -1.8 | 9 | -1.0 | -1.0
O=C(Cc1cccs1)Nc1ccc(S(=O)(=O)Nc2ncccn2)cc1 | 11 | 99.1 | 100.3 | -1.0 | -4.0 | -18.0 | -9.0 | -8.2 | 28 | -11.0 | -11.0
O=C(c1cnc(Cl)c(Cl)c1)N1CCC(Cc2ccccc2)CC1 | 15 | 100.0 | 103.2 | 0.4 | 0.0 | -5.0 | 0.0 | 2.0 | 13 | 3.0 | -3.0
CCCCN=C1NN=C(c2cc3ccccc3o2)CS1 | 14 | 99.8 | 96.7 | 0.2 | -1.0 | 4.0 | -5.0 | 12.0 | 6 | 2.0 | -6.0
COC(=O)Nc1ccc(S(=O)(=O)NCCCCCC(=O)O)cc1 | 12 | 97.6 | 100.6 | 0.2 | 0.0 | -5.0 | 0.0 | 0.9 | 11 | -1.0 | -2.0
CCC(CC)=NNc1ccc([N+](=O)[O-])cc1[N+](=O)[O-] | 10 | ? | 100.9 | 0.4 | 0.0 | -6.0 | -1.0 | 6.2 | 12 | -1.0 | -4.0
O=C(NCc1ccc2c(c1)OCO2)C1CCC(CNS(=O)(=O)c2cccc3nsnc23)CC1 (stereo unspecified) | 8 | 98.1 | 95.8 | -0.2 | 0.0 | -11.0 | 0.0 | -0.5 | 21 | -6.0 | -4.0
CC(NC(=O)Cc1ccccc1F)c1ccc(F)cc1 (stereo unspecified) | 27 | 107.4 | 108.5 | 0.1 | -1.0 | -6.0 | 2.0 | 0.4 | 11 | -3.0 | -3.0
CCOC(=O)c1sc(C)c2c1NC(c1ccc(Cl)cc1)NC2=O (stereo unspecified) | 11 | 97.9 | 102.2 | 0.5 | 0.0 | 2.0 | 0.0 | 2.0 | 16 | 1.0 | 0.0
CCN(CC)c1ccc2cc(NC(=O)CCC(=O)O)c(=O)oc2c1 | 8 | 100.5 | 99.6 | 0.6 | -3.0 | -3.0 | -3.0 | 2.0 | 32 | -2.0 | -1.0
CC(=O)Nc1ccc(S(=O)(=O)N2CCN(C(C)CCc3ccccc3)CC2)cc1 (stereo unspecified) | 10 | 102.5 | 105.6 | 0.4 | 0.0 | -11.0 | -6.0 | 1.2 | 10 | -8.0 | -7.0
CCCc1nnc(NC(=S)Nc2ccccc2)s1 | 24 | 99.3 | 100.1 | -0.2 | -6.0 | -10.0 | -4.0 | 0.0 | 11 | -7.0 | -10.0
Cc1c(CCOC(=O)CC23CC4CC(CC(C4)C2)C3)sc[n+]1CC(=O)c1ccccc1 | 12 | 108.2 | 102.6 | 0.6 | -3.0 | -10.0 | -2.0 | 2.1 | 14 | -5.0 | -7.0
COCCn1c(C)cc(C(=O)COC(=O)c2ccc(NC(=O)CC#N)cc2)c1C | 8 | 106.6 | 101.8 | -0.3 | 2.0 | -8.0 | -3.0 | 0.4 | 11 | -8.0 | -7.0
Cc1c(Cc2ccccc2)c(=O)oc2cc(OC(=O)c3ccccc3)ccc12 | 11 | 99.8 | 99.6 | 0.8 | -3.0 | -19.0 | -9.0 | 28.7 | 36 | -20.0 | -8.0
COc1ccc(NC(=O)c2cc(=O)[nH]c(=O)[nH]2)cc1S(=O)(=O)Nc1ccccc1Cl | 11 | ? | 99.7 | -0.6 | -4.0 | -9.0 | -7.0 | -5.4 | 15 | -5.0 | -5.0
Cn1cnnc1SCC(=O)c1ccc(OC(F)F)cc1 | 2 | 95.2 | 97.0 | 0.3 | -4.0 | -1.0 | -2.0 | 3.8 | 51 | -2.0 | -3.0
Cc1oc(-c2cccc(C(F)(F)F)c2)nc1CN1CCOCC1 | 13 | 93.1 | 95.3 | 0.3 | 0.0 | -2.0 | -1.0 | 3.0 | 12 | 2.0 | -2.0
Fc1ccc(NC(=S)NCCc2ccccc2)c(F)c1F | 8 | 102.5 | 104.3 | 0.3 | -3.0 | -7.0 | -2.0 | 2.9 | 4 | -6.0 | -6.0
Cn1c(/C=C(\C#N)C(N)=S)ccc1-c1ccc(Br)cc1 | 6 | 101.8 | 99.1 | -0.3 | 3.0 | 6.0 | 1.0 | 0.6 | 21 | 5.0 | -5.0
CCN(Cc1ccccc1)C(=O)COC(=O)c1n[nH]c2ccccc12 | 4 | 102.3 | 97.0 | 0.9 | 2.0 | -13.0 | 0.0 | 2.5 | 16 | 2.0 | -4.0
Cc1ccc(Nc2ncnc3sc(C)c(C)c23)cc1C | 9 | 96.6 | 99.0 | 0.7 | 1.0 | -9.0 | -5.0 | 6.5 | 11 | -9.0 | -7.0
COc1ccc(C(C)NC(=O)C2CCCO2)cc1OC (stereo unspecified) | 14 | 101.4 | 97.4 | 0.6 | -2.0 | -14.0 | -7.0 | 5.0 | 31 | -7.0 | -10.0
COc1ccc(NS(=O)(=O)c2ccc(NC(=O)C3CCCO3)cc2)cc1 (stereo unspecified) | 14 | 86.8 | 88.7 | -3.1 | 1.0 | -7.0 | -4.0 | -0.1 | 24 | -12.0 | -10.0
Cc1cc2cc(CN(CCN3CCOCC3)C(=O)Nc3ccccc3F)c(=O)[nH]c2cc1C | 27 | 100.4 | 103.6 | 0.4 | 0.0 | -8.0 | 0.0 | 4.5 | 26 | 0.0 | -7.0
CN(CCOc1ccccc1)CC(=O)Nc1ccc(Cl)cc1[N+](=O)[O-] | 10 | ? | 99.5 | 0.8 | 0.0 | -3.0 | -3.0 | 2.8 | 15 | -2.0 | -3.0
C=CCNC(=O)/C(C#N)=C\c1cc(Cl)c(O)c(OCC)c1 | 24 | 107.2 | 104.6 | -0.6 | -2.0 | -2.0 | -7.0 | 61.6 | 12 | -6.0 | -10.0
CCOc1ccc(S(=O)(=O)Nc2ccc3c(c2)c2c(n3S(=O)(=O)c3ccc(OCC)cc3)CCCC2=O)cc1 | 6 | 93.2 | 94.8 | 0.3 | -3.0 | -7.0 | -8.0 | 2.4 | 10 | -3.0 | -6.0
